Cneo AK release = causes C. neoformans cell lysis | AID 651654 | 360,000 compounds, 0.2% hits | lysis activity, % at 15 µM | adenylate kinase release luminescence, 4 h; normalised: neutral wells 0, clomiphene wells 100;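 active = mean lysis activity across replicates of at least 80%, whatever share of replicates individually reach that level; inactive = mean lysis activity below 80%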
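Material: C. neoformans cells; Schedule: 4 h static compound exposure, 37 °C, read 1 h post-reagent; Measured by: adenylate kinase release luminescence; Read-out: signal increase indicating cell lysis; Controls: Clomiphene as positive lysis control.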
PGC1a acetyl inh = modulators of PGC1a acetylation; 350,000 compounds, 0.17% hits; U2OS PGC1a acetylation, AlphaScreen anti-acetyl-lysine; with virally co-expressed GCN5 acetyltransferase; inhibition, % at 15.6 µM;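 active = every replicate shows inhibition of at least 40%; inconclusive = mean inhibition at least 40% but some replicate below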;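 also: 0% = neutral control wells and 100% = positive control wells; some results beyond the cut were filed as inactive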
* = called active by the depositor; ? = inconclusive.

Under each structure – PGC1a acetyl inh	Cneo AK release
Cc1ccc(S(=O)(=O)Nc2nc3ccccc3nc2N2CCc3ccccc3C2)cc1
→ -8	21
Cc1nn(C(C)(C)C)c(OC(=O)C2CCCC2)c1S(=O)(=O)c1ccccc1
→ -7	3
Cc1onc(-c2ccccc2)c1C(=O)Nc1cc(C(F)(F)F)ccc1N1CCOCC1
→ -14	2
COC(=O)C1=C(C)NC(=O)CC1c1cc2c(cc1Br)OCO2 (centres undefined)
→ 15	-1
CC(C)OC(=O)C(C#N)c1nc2ccccc2nc1N1CCN(Cc2ccccc2)CC1 (centres undefined)
→ 1	0
CCC(C(=O)NC(C)CCc1ccco1)n1nc(C)n2c(cc3occc32)c1=O (centres undefined)
→ 7	6
Cn1cnnc1SCC(=O)NCCC(c1ccccc1)c1ccccc1
→ 3	1
COC(=O)CNC(=O)CN1C(=O)N(c2ccccc2)C(N(O)C(=O)Nc2ccccc2)C1(C)C (centres undefined)
→ 9	4
Cc1nnc(-c2cnn(C)c2N)n1Cc1ccc(Cl)cc1
→ 2	1
O=C(Cn1nnc(-c2ccccc2)n1)NCc1ccc2c(c1)OCO2
→ 3	3

Profiles, quoted from the list. Order of screens: PGC1a acetyl inh | Cneo AK release
O=C(Cn1nnc(-c2ccccc2)n1)NCc1ccc2c(c1)OCO2 as listed: 3 | 3
Cc1onc(-c2ccccc2)c1C(=O)Nc1cc(C(F)(F)F)ccc1N1CCOCC1 as listed: -14 | 2
Cc1nnc(-c2cnn(C)c2N)n1Cc1ccc(Cl)cc1 as listed: 2 | 1
Cc1nn(C(C)(C)C)c(OC(=O)C2CCCC2)c1S(=O)(=O)c1ccccc1 as listed: -7 | 3

The list goes on:
Under each structure – PGC1a acetyl inh	Cneo AK release
CCNC(=O)Cn1cnc2c1c(=O)n(C)c(=O)n2C
→ 2	2
CCOc1cc(C2CC(=O)NC3=C2C(=O)C(C(=O)OC)C(C)C3)cc(Cl)c1O (centres undefined)
→ -16	-6
CN(CCOC(=O)c1cccc(Br)c1)C(C)(C)C
→ -13	6
COCC(=O)N(Cc1cc2ccccc2[nH]c1=O)c1ccccc1OC
→ -7	-1
O=C(CSc1nccc(=O)[nH]1)Nc1ccc(Br)c(Cl)c1
→ 11	0
COc1ccccc1NC(=O)CN1CCN(CC(=O)Nc2cc(NC(C)=O)ccc2OC)CC1
→ 3	-1
Cc1cccc(OC(C)C(=O)N2CCCN(C)CC2)c1C (centres undefined)
→ 2	2
Cc1ccc(/C=[N+](/[O-])C2SC(=S)N(C)C2(C)C)cc1 (centres undefined)
→ 1	-1
O=C(NCCC1=CCCCC1)C(c1ccccc1)c1ccccc1
→ -20	1
CC(Oc1ccccc1)C(=O)Nc1ccc(C(N)=O)cc1 (centres undefined)
→ -3	-5

Next section
Under each structure – PGC1a acetyl inh	Cneo AK release
Cc1nn(C)c(Oc2cccc(Cl)c2)c1C(=O)Nc1ccc(F)cc1
→ 0	-1
Cc1ccccc1Cn1nc(C)c(NC(=O)c2sc3ccccc3c2Cl)c1C
→ 3	-2
C=CCOc1cccc(C2/C(=C(\O)c3ccc(F)cc3)C(=O)C(=O)N2CCN(C)C)c1 (centres undefined)
→ 6	-1
COc1ccc(C2C(C#N)=C(C)NC3=C2C(=O)CC(C)(C)C3)cc1 (centres undefined)
→ -17	5
COc1ccccc1CNC(=O)CC(C)C
→ 10	0
O=C(COC(=O)C1CC(=O)N(c2ccc3c(c2)OCCO3)C1)NC1CCCc2ccccc21 (centres undefined)
→ -4	4
C/[N+]([O-])=C\c1coc2ccccc2c1=O
→ -14	-9
c1cncc(-c2nc(-c3cccs3)cs2)c1
→ 33	-2
CCCCCCCC(=O)Nc1ccc(C(=O)N/N=C/c2cccc([N+](=O)[O-])c2)cc1
→ 10	6
N#CCCn1c(SCC(=O)NCCc2ccc(F)cc2)nc2ccccc21
→ -11	0

Among those listed so far, these contain an NH in an aromatic ring:
Under each structure – PGC1a acetyl inh	Cneo AK release
COCC(=O)N(Cc1cc2ccccc2[nH]c1=O)c1ccccc1OC
→ -7	-1
O=C(CSc1nccc(=O)[nH]1)Nc1ccc(Br)c(Cl)c1
→ 11	0

3 compounds already listed, ordered by their value in PGC1a acetyl inh, high to low.
SMILES | PGC1a acetyl inh
c1cncc(-c2nc(-c3cccs3)cs2)c1 | 33
COc1ccccc1CNC(=O)CC(C)C | 10
C/[N+]([O-])=C\c1coc2ccccc2c1=O | -14

Next section.
Under each structure – PGC1a acetyl inh	Cneo AK release
COc1ccc(N(CC(=O)N/N=C/c2cccc3c2OCCO3)S(=O)(=O)c2ccc(NC(C)=O)cc2)cc1
→ 12	1
CN1CCN(c2oc(-c3ccccc3)nc2S(=O)(=O)c2ccc(Br)cc2)CC1
→ -4	3
COc1cccc(NC(=O)C2CCCN(S(=O)(=O)c3ccc(-n4cnnn4)cc3)C2)c1 (centres undefined)
→ 2	0
Cc1cccc(OCCCC(=O)Nc2ccc(Br)cc2)c1
→ -6	-4
O=c1cc(-c2ccccc2)nc2nc(-c3ccccc3)[nH]n12
→ 11	0
CCCCCCC1/C(=N/O)CCC1C(=O)OC (centres undefined)
→ -6	4
COCCCN1C(=O)C(=O)/C(=C(/O)c2ccc3c(c2)OCCO3)C1c1ccc(C(=O)OC)cc1 (centres undefined)
→ 6	1
COC(=O)C1C(=O)CC(C)(O)C(C(=O)OC)C1/C=C/c1ccccc1 (centres undefined)
→ -13	-1
CCOC(=O)C1=C(N)Oc2cc(C)[nH]c(=O)c2C1c1ccncc1 (centres undefined)
→ -4	0
O=C1CCSc2ccc(Cl)cc2N1Cc1ccc(Cl)cc1
→ -20	-2

(more compounds)
Under each structure – PGC1a acetyl inh	Cneo AK release
CC(C)n1c(N2CCN(C(=O)Nc3ccccc3)CC2)nc2ccccc21
→ 5	0
CCNC(=O)COC(=O)c1ccc(S(=O)(=O)N2CCCCCC2)cc1
→ 15	-13
CCOC(=O)c1cnc2ccc(C)cc2c1Nc1ccc(N2CCOCC2)cc1
→ -2	4
O=C(NC1CCCCCC1)c1cccc(N2CCCC2=O)c1
→ 8	-1
Cc1c(Br)c([N+](=O)[O-])nn1CC(=O)NCc1cccs1
→ 2	0
CCOC(=O)c1c(-c2cccs2)csc1NC(=O)C(C)(C)C
→ -3	-3
CN1CCN(CCC(=O)Nc2ccccc2Cl)CC1
→ 8	-2
COc1ccccc1OCC(=O)NCc1cccs1
→ 20	-3
CCOc1ccc(-n2cc(C(=O)NCc3ccco3)c3cc(OC)c(OC)cc3c2=O)cc1
→ -7	2
COC(=O)c1cn(CC(=O)NCc2cccs2)c2ccccc12
→ 4	-1

The list continues.
Under each structure – PGC1a acetyl inh	Cneo AK release
[O-][n+]1onc2c1CCc1nnc(-c3ccccc3)cc1-2
→ 12	-1
O=C(c1cccs1)N1CCN(Cc2nc3ccccc3c(=O)[nH]2)CC1
→ -3	-3
C=CCOc1ccc(C(=O)NC2CCCCC2)cc1
→ 1	-5
CCNc1c([N+](=O)[O-])ncn1C
→ -9	0
COc1cc(S(=O)(=O)N2CCC(N3CCCCC3)CC2)ccc1-n1cnnn1
→ -2	-2
Cc1ccc2c3c1C1(C(=O)N3C(C)(C)CC2C)C(C#N)=C(N)Oc2cc(O)ccc21 (centres undefined)
→ 1	3
CC1(OC(=O)C2CCCC2)C(=O)C=C2C=C(c3ccsc3)N(CCc3c[nH]c4ccccc34)C=C2C1=O (centres undefined)
→ -4	0
c1ccc2c(N3CCCCC3)ncnc2c1
→ -6	0
O=C(NCCO)c1ccc2nc(-c3ccco3)c(-c3ccco3)nc2c1
→ 12	1
CCc1ccccc1Nc1nc(N)nc(CSCC(=O)c2cc(C)n(C)c2C)n1
→ -12	-2

Further compounds.
Under each structure – PGC1a acetyl inh	Cneo AK release
O=C(Nc1cccc(Cl)c1Cl)c1snnc1-c1ccccc1
→ -14	0
CCOc1ccc(C(=O)N2CCN(c3ccccc3)CC2)cc1OCC
→ -1	3
CC(=O)N/C(=C/c1ccccc1)C(=O)NCCO
→ -4	-1
Cn1c(=O)[nH]c(=O)c2c1nc(NCCCn1ccnc1)n2Cc1cccc(Br)c1
→ -10	1
O=C(Oc1cc(-c2ccccc2)no1)c1cccc(C(F)(F)F)c1
→ 5	0
CCSc1nc(N2CCCCC2)c2c(c1C#N)CCCC2
→ 0	0
Nn1c(SCC(=O)NC2CCCCC2)nnc1-c1ccccc1
→ 6	0
Cc1cc(C)nc(NC2=NCC(=O)N2CCc2c[nH]c3ccccc23)n1
→ 5	0
Cc1nc(S(=O)(=O)NC2CCCCC2)c(C#N)c(C)c1Cl
→ -14	-3
O=C(CN1CCOCC1)OCCCc1ccccc1
→ -9	2

(next part)
Under each structure – PGC1a acetyl inh	Cneo AK release
Cc1ccc(-n2c(C)nc3c(cnn3-c3ccc(F)cc3)c2=O)cc1C
→ 3	0
CCn1cc(C2=NOC(C(=O)Nc3cc(C)nn3-c3ccccc3)C2)c(C)n1 (centres undefined)
→ 1	4
CC(C)OC(=O)C1=C2SCC(=O)N2C(N)=C(C#N)C1
→ 4	1
O=P(OC1CCCCC1)(OC1CCCCC1)C(O)c1ccc(Cl)cc1Cl (centres undefined)
→ -2	-4
O=C(CN1C(=O)c2ccccc2S1(=O)=O)Nc1ccccc1C(=O)NCc1ccco1
→ -1	-1
O=C(NCCN1CCN(c2ccccc2)CC1)C1CCN(S(=O)(=O)N2CCOCC2)CC1
→ -7	4
Cc1ccc(S(=O)(=O)/N=S(/C)c2ccccc2)cc1 (centres undefined)
→ -1	1
C=CCn1c(Br)nc2c1c(=O)[nH]c(=O)n2C
→ -15	0
COCCn1c(-c2ccc(OC)cc2)cnc1SCC(=O)Nc1cccc2ccccc12
→ 8	3
CC(=O)Nc1ccc(NC(=S)Nc2ccccc2)cc1
→ 3	1

Carrying on.
Under each structure – PGC1a acetyl inh	Cneo AK release
COc1cccc(-c2ccc(=O)n(CC(=O)Nc3ccc(C(=O)N4CCCC4)cc3)n2)c1
→ -1	0
COc1nc(-c2ccc(Cl)cc2)ccc1-c1noc(-c2ccco2)n1
→ -8	-1
CCN1CCN(C(=O)CCc2ccc(S(=O)(=O)NCCc3ccccc3)cc2)CC1
→ -11	2
N#CCCn1nc(-c2ccccc2)cc1Nc1ccccc1NC(=O)c1cccs1
→ 6	3
CCN(CC)C(=O)c1cc2cc([N+](=O)[O-])ccc2s1
→ -6	-2
CCCNC(=O)C(=O)Nc1ccc(N(C)C)cc1
→ -3	-1
COc1ccccc1-n1c(C)cc(C=O)c1C
→ -8	1
COc1cc(/C=N\NC(=O)C2C(=O)NCC2c2ccccc2)cc(OC)c1O (centres undefined)
→ 5	-1
CCOC(=O)N1CCN(C(=O)CCC(=O)N2CCOc3ccc(C)cc32)CC1
→ 2	-3
Cc1c(NC(=O)c2ccc(N3C(=O)C4C5C=CC(C5)C4C3=O)cc2)c(=O)n(-c2ccccc2)n1C (centres undefined)
→ -3	-2

Further results:
Under each structure – PGC1a acetyl inh	Cneo AK release
CCOC(=O)c1cc(C#N)c(SCc2ccc(C#N)cc2)nc1C
→ -20	0
Cc1cc(C)n(CCc2nc3c4ccccc4n(CC#N)c(=O)n3n2)n1
→ ?	0
O=C(Nc1ccccc1)C12CC3CC(C1)CC(n1cnc([N+](=O)[O-])n1)(C3)C2
→ -24	1
CC(C)COc1ccc(C(=O)Nc2ccc(NC(=O)c3ccco3)c(Cl)c2)cc1
→ -1	-4
CC1Cc2ccccc2N1C(=O)CNCCCN(C)C (centres undefined)
→ 12	13
CCOC(=O)n1c(SCC(=O)N(CC)CC)nc2ccccc21
→ -5	1
FC(F)(F)c1cc(-c2ccco2)nc(NCCc2ccccc2)n1
→ -4	0
COc1ccc(CN2C(=O)CN=C2Nc2ccc(C)cc2C)cc1
→ -24	0
CCOC(=O)c1cc(NC(=O)c2c(C)noc2C)cc(C(=O)OCC)c1
→ -5	0
CCc1cccc(OCCCCN(CC)CC)c1
→ 8	1

Carrying on:
Under each structure – PGC1a acetyl inh	Cneo AK release
CN(C)/N=C/c1c(O)ccc2ccccc12
→ 0	-1
O=C(CSc1nnc(CNC(=O)c2c(F)cccc2Cl)o1)c1ccccc1
→ -1	1
CC(C)CC(=O)Nc1ccc(Oc2ccc(NC(=O)CC(C)C)cc2)cc1
→ 15	-3
CCOC(=O)N1N=C(CC)CC1(O)C(F)(F)F (centres undefined)
→ 4	1
Cc1c(C(=O)NCc2ccccc2)oc2c1C(=O)CCC2
→ -32	3
COc1ccc(NC(=O)CCc2nc(-c3ccc(C)cc3)no2)c(OC)c1
→ 2	-2
CC(NC(=O)Cn1ccsc1=N)C12CC3CC(CC(C3)C1)C2 (centres undefined)
→ -8	0
CCCOc1cc(C)c(S(=O)(=O)n2ccc(C)n2)cc1C
→ -4	1

Shown in markdown: 4 of the compounds above.
| smiles | PGC1a acetyl inh | Cneo AK release |
| --- | --- | --- |
| O=C(CSc1nnc(CNC(=O)c2c(F)cccc2Cl)o1)c1ccccc1 | -1 | 1 |
| CC(C)CC(=O)Nc1ccc(Oc2ccc(NC(=O)CC(C)C)cc2)cc1 | 15 | -3 |
| CCOC(=O)N1N=C(CC)CC1(O)C(F)(F)F (centres undefined) | 4 | 1 |
| Cc1c(C(=O)NCc2ccccc2)oc2c1C(=O)CCC2 | -32 | 3 |

Compound activity as filed in PubChem BioAssay.

These rows are one share of the data; rates above refer to the full screens.
